BH1578 lux ind – quorum light induction in luxS cqsA deficient V. cholerae; activation, % at 18.7 µM; V. cholerae BH1578 lux reporter, luminescence, 6 h; AID 588436; 0.16% of 350,000 active; in the data active = activation mostly above about 9.7%, no sharp cut-off; inconclusive = no clear call, values can overlap the other calls; inactive = mostly below about 3.7%; note: not every result past the cut was called active; inactives centre near 0; reference of the scale not given here
Y pestis TopoI – blocks Yersinia pestis topoisomerase I activity. Y. pestis Topo-I cleavage product accumulation, plate reader. activity, % at 10 µM. 0.064% of 360,000 active. AID 504884; in the data active = activity above about 50%, passing the limit was not always enough; inconclusive = no clear call, values can overlap the other calls; note: inactives centre near 2
BoNT A protease – BoNT A light chain protease inhibition; AID 588499; 0.17% of 360,000 active; multiplex microsphere protease substrate cleavage, flow cytometry; inhibition, % at 10 µM; note: plate controls were buffer without enzyme for full effect and enzyme alone for no effect
CCHFV vOTU inh – CCHFV vOTU protease inhibition; AID 651958; Pep-AMC fluorescence; 0.55% of 370,000 active; inhibition, % at 11.5 µM; in the data active = inhibition above about 30%; note: 0% = vehicle wells with enzyme and 100% = no enzyme wells
DUSP3 inh – inhibitors of human VHR1 phosphatase (DUSP3); recombinant VHR phosphatase, pNPP absorbance; inhibition, % at 13.3 µM; 0.52% of 290,000 active; in the data active = inhibition above about 50%; note: some compounds called inactive have numbers as strong as hits
Target sequence (P51452 whole entry, looked up): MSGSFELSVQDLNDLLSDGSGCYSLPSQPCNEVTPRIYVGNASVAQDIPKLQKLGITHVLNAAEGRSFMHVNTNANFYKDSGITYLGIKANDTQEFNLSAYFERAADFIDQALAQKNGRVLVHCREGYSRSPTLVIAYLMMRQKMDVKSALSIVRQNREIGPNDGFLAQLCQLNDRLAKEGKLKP
Anthrax LF prot – blocks Bacillus anthracis lethal factor protease | P15917 | multiplex microsphere protease cleavage assay, LF | inhibition, % at 10 µM | 0.12% of 360,000 active | AID 588501; note: plate controls were buffer without enzyme for full effect and enzyme alone for no effect
Target sequence (P15917 whole entry, looked up): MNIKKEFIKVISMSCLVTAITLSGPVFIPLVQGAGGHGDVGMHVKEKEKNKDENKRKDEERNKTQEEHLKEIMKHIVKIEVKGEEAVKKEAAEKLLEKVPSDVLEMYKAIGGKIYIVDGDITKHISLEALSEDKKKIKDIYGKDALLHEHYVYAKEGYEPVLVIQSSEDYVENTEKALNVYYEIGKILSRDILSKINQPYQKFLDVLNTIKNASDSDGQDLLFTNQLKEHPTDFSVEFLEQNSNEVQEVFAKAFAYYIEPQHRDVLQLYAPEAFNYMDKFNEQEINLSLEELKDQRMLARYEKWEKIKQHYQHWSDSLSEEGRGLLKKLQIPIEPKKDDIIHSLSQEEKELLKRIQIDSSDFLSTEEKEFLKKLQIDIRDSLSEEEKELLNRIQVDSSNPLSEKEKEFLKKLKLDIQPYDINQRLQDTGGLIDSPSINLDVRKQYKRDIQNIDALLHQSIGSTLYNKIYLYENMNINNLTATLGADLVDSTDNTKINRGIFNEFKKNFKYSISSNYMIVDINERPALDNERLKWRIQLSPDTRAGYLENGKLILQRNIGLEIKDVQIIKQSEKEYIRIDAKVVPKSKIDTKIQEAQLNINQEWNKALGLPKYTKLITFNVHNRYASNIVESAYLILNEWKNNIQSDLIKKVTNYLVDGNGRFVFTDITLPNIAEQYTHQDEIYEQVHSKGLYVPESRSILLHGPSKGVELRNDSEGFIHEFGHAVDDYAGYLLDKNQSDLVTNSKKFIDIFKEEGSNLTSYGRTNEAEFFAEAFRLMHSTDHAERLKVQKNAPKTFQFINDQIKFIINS
PfHsp40 rescue – compounds rescuing yeast from Plasmodium falciparum HSP40 toxicity; S. cerevisiae expressing PfHsp40, growth rescue, ATP luminescence; growth rescue, % at 12.5 µM; 0.68% of 340,000 active; AID 504582; in the data active = growth rescue above about 28%, passing the limit was not always enough; inconclusive = no clear call, values can overlap the other calls;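 note: yeast W303a lacking pdr1 and pdr3 grown in galactose medium; growth measured after three days at 30 °C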
TcdB inh – blocks C. difficile toxin B glycohydrolase activity. P18177. 0.24% of 350,000 active. TcdB glycohydrolase enzymatic assay, plate reader. AID 652162. inhibition, % at 9.99 µM; in the data active = inhibition above about 10%
SARS 3CLpro inh – SARS-CoV 3CLpro protease inhibition; P0C6X7; recombinant SARS-CoV 3CLpro, quenched FRET peptide cleavage; inhibition, % at 6 µM; 0.14% of 290,000 active; AID 1706; in the data active = inhibition above about 12%
SSB-PriA inh – blocks PriA binding to SSB C-terminal tail; AlphaScreen SSBct-PriA binding, biotinylated peptide; 0.6% of 430,000 active; inhibition, % at 33 µM; AID 1272365; in the data active = inhibition mostly above about 37%, no sharp cut-off; inactive = mostly below about 20%;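 note: plate controls were negative control peptide for no effect and reference peptide for full effect; strong numbers were not always called active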
Starred values were filed as active, the others as inactive; i = inactive; u = inconclusive; x = not tested or not shown; & = joins results of further samples. Cut-off read from the data, not from the text of the source, unless noted: active = inhibition above about 30%; inconclusive = no clear call, values can overlap the other calls; inactive = below that. The list is partial. The share of hits here may be higher or lower than overall.

SMILES | BH1578 lux ind | Y pestis TopoI | BoNT A protease | CCHFV vOTU inh | DUSP3 inh | Anthrax LF prot | PfHsp40 rescue | TcdB inh | SARS 3CLpro inh | SSB-PriA inh
C/C(CC(=O)Nc1cccc(F)c1)=N\NC(=O)C(=O)NC1CCCCC1 | -0.2 | -5 | -0.6 | 7 | 8 | -1 | -0.9 | -0.3 | 1 | x
CCOCCCNC(=S)N1CCCN(c2nc3cc(C)c(C)cc3cc2C#N)CC1 | i | 26 | 22 | -9 | 52* | 11 | 1.4 | 4.5 | 2 | -5
CC(C)(C)NC(=O)C1c2ccccc2OCC(=O)N1Cc1ccco1 (stereo unspecified) | x | x | 0.3 | 1 | x | 4 | x | 2.0 | x | x
COc1ccc(N2C(=O)C(CC(=O)Nc3ccccc3)N(Cc3ccccn3)C2=S)cc1 (stereo unspecified) | i | -5 | -0.2 | -11 | 21 | 0 | -0.4 | 0.9 | -4 | 11
Cc1nc2scc(-c3ccc(Cl)cc3)c2c(=O)o1 | -2.2 | 3 | 0.1 | 2 | 43 | -4 | 1.7 | x | -1 | -24
C=CC[C@H](CC(=O)OC(C)(C)C)C(=O)OC[C@@H]1CCCN1C(=O)[C@H](CC=C)CC(=O)N[C@H](CO)Cc1ccccc1 | i | 26 | -0.5 | 20 | x | 5 | 3.8 | 7.3 | x | 5
CCN(Cc1nc2ccccc2c(=O)[nH]1)Cc1cc(=O)oc2cc(OC)ccc12 | -0.6 | 5 | 0.8 | -1 | 23 | 1 | 2.4 | x | -7 | -5
C#CCOCCOCCOCCNc1nc(N2CCN(C(=O)CCCCCCCCCCNC(=O)[C@H](CCCCN)n3cc(CCCC(=O)O)nn3)CC2)nc(N2CCN(C(=O)CCCCCCCCCCNC(=O)[C@H](CCCN=C(N)N)n3cc(C[C@@H](C)CC)nn3)CC2)n1 | -0.4 | 4 | -0.1 | x | x | 1 | -0.4 | x | x | 18
O=[N+]([O-])c1ccc(C2[C@H]3C(c4ccccc4)=NC4(CCCC4)N23)cc1 (stereo partly specified) | 2.3 | -1 | 0.0 | 9 | 28 | 0 | -0.6 | 0.8 | 3 | 8
Cn1c(C(=O)NCCN2CCN(Cc3ccccc3)CC2)cc2c(=O)n(C)c3ccccc3c21 | -0.4 | 14 | -0.1 | -6 | 3 | -4 | 0.4 | 0.2 | x | 0
O=C(COC(=O)C1CCN(S(=O)(=O)c2ccc3c(c2)OCCO3)CC1)NC1CCCCC1 | i | 16 | 3.6 | -5 | x | -4 | 0.3 | 0.3 | x | 0
CC(C)CNC1=CC(=O)CC(c2ccco2)C1 (stereo unspecified) | i | 1 | 0.4 | -4 | 25 | 2 | -2.8 | x | 1 | 4
CC1(Cc2ccc(C(F)(F)F)nc2)C(=O)Nc2cc(-c3ccccc3Cl)ccc21 (stereo unspecified) | i | 24 | -0.2 | 18 | x | -3 | x | 6.7 | x | x
Cc1cccc(NC(=O)CNC(=O)c2ccc3c(c2)OCO3)n1 | 0.7 | -1 | 1.7 | -5 | x | 1 | 0.3 | 0.8 | x | -12
COc1cc(N(C)C)c([N+](=O)[O-])cc1C(=O)NC(C)CNc1ccc([N+](=O)[O-])cc1Cl (stereo unspecified) | i | 3 | 0.3 | -13 | 3 | -4 | 0.5 | x | 4 | 4
CNC(=O)c1ccccc1NC(=O)c1ccc(C)c(S(=O)(=O)N2CCCCC2)c1 | -0.3 | -4 | -0.1 | 22 | -4 | -20 | -0.5 | x | 0 | -8
Cc1cc(C)cc(CC(=O)N2CCC2(C)C(=O)NS(=O)(=O)c2ccc(C(C)(C)C)cc2)c1 (stereo unspecified) | i | 12 | -0.5 | 23 | x | -3 | x | -1.6 | x | x
CCN(CC)c1ccc(NC(=O)Cn2nnc(-c3cccc(OC)c3OC)n2)c(C)c1 | i | 21 | -0.7 | 6 | 7 | -1 | 1.7 | x | -1 | -6
COc1cc(NC(=O)CSc2nc(=O)n(CCCN3CCOCC3)c3c2CCC3)cc(OC)c1 | -0.4 | 24 | x | 3 | x | x | 0.2 | 0.8 | x | 0
CC1CC(NC(=O)Cc2ccc(Br)cc2)CC(C)(C)C1 (stereo unspecified) | 0.5 | -5 | -0.1 | 20 | 33 | -8 | -1.8 | x | 7 | -15

Next part; it opens with the 2 that closed the last part.
SMILES | BH1578 lux ind | Y pestis TopoI | BoNT A protease | CCHFV vOTU inh | DUSP3 inh | Anthrax LF prot | PfHsp40 rescue | TcdB inh | SARS 3CLpro inh | SSB-PriA inh
COc1cc(NC(=O)CSc2nc(=O)n(CCCN3CCOCC3)c3c2CCC3)cc(OC)c1 | -0.4 | 24 | x | 3 | x | x | 0.2 | 0.8 | x | 0
CC1CC(NC(=O)Cc2ccc(Br)cc2)CC(C)(C)C1 (stereo unspecified) | 0.5 | -5 | -0.1 | 20 | 33 | -8 | -1.8 | x | 7 | -15
COc1ccc(-c2csc(C(C)(O)c3ccc(F)c(F)c3)n2)cn1 (stereo unspecified) | -1.3 | -4 | -0.4 | 1 | x | -2 | x | 0.3 | x | x
C[C@H](CO)N1C[C@H](C)[C@H](CN(C)Cc2ccncc2)Oc2ncc(Br)cc2C1=O | -0.7 | 2 | -0.3 | -4 | x | -8 | x | 0.2&-0.3&-1.2 | x | x
Cc1cccc(C)c1NC(=O)CN1CCCC1 | -0.1 | 9 | 0.8 | 2 | x | 5 | 0.7 | 1.8 | x | 6
COC(=O)C(NC(=O)CCC(=O)N[C@@H](C(=O)OC)c1ccccc1)c1ccccc1 (stereo partly specified) | i | -10 | -1.3 | 7 | 36 | 14 | -1.0 | 1.9 | -6 | -15
C[C@@H]1CCCCO[C@@H](CN(C)S(=O)(=O)c2ccc(F)cc2)[C@@H](C)CN([C@H](C)CO)C(=O)c2cc(N(C)C)ccc2O1 | i | 36 | -0.3 | 22 | x | -4 | x | -9.2&-13&-27 | x | x
CCn1c(=O)n(CC)c2cc(N3CCCC3)c(NC(=O)c3cc(Cl)ccc3OC)cc21 | -0.1 | 8 | -3.7 | 12 | 13 | 4 | 5.7 | 1.0 | 5 | 6
COc1cccc(C2CC(C(F)(F)F)n3ncc(C(=O)Nc4c(C)n(C)n(-c5ccccc5)c4=O)c3N2)c1 (stereo unspecified) | i | -6 | -0.3 | 5 | 27 | -5 | -0.4 | x | 1 | -5
COCCn1c(SC(C(=O)Nc2cc(C)ccc2OC)c2ccccc2)nnc1-c1ccc(Cl)cc1 (stereo unspecified) | i | 1 | -0.3 | -5 | 1 | -2 | 0.2 | x | 1 | -10
COC(=O)c1cccc(NC(=O)CCSc2ccc(Cl)cc2)c1C | 8.3 | 27 | 0.2 | -3 | -19 | -3 | 0.0 | x | 3 | 0
CCOc1ccc(C(=O)Nc2cccc(-c3ccc4nncn4n3)c2)cc1 | i | 9 | 0.5 | 0 | 21 | 0 | 0.3 | 0.5 | 5 | 5
Cc1ccc(C(=O)Nc2nccs2)s1 | -1.1 | -1 | -1.0 | 3 | -24 | 10 | -0.9 | 0.9 | -4 | -4
Cc1cc(N/N=C/c2ccccc2F)c2ccccc2n1 | 0.3 | 6 | -0.4 | -13 | 3 | -3 | 0.3 | 1.0 | 3 | x
CCc1noc(C)c1C(=O)Nc1cc(S(=O)(=O)N2CCOCC2)ccc1OCC(F)(F)F | i | 2 | 0.7 | -13 | x | 1 | -0.7 | 0.5 | x | -9
COCc1nnc(NC(=O)c2cc(C(=O)OC)cc([N+](=O)[O-])c2)s1 | i | 0 | -0.6 | 6 | -2 | 0 | -1.4 | -0.1 | 4 | -10
CC(Cn1cncn1)NC(=O)c1cc(COc2cccc(C(F)(F)F)c2)on1 (stereo unspecified) | i | 1 | 0.5 | 1 | -2 | 1 | -1.5 | -2.5 | -2 | 0
O=c1oc2c(CN3CCOCC3)c(O)ccc2c2c1CCC2 | -2.0 | 0 | -3.8 | -328 | 13 | 0 | 1.3 | x | -2 | 5
COc1ccccc1N1CCN(CCC(=O)Nc2cccc(F)c2)CC1 | i | 2 | -0.1 | -10 | x | 0 | x | 1.0 | x | x
O=C(CN1CCN(Cc2ccc(F)cc2Cl)C1=O)NCCCN1CCOCC1 | -0.3 | 2 | 0.0 | -8 | 2 | 4 | -0.2 | -0.3 | -6 | -6
Cc1ccc(NC(=O)C2C3C=CC4(O3)C2C(=O)N(CCCN2CCCCC2)C4C(=O)NC2CCCCC2)cc1Cl (stereo unspecified) | -0.2 | -18 | 0.2 | 5 | 16 | 8 | 0.8 | 2.2 | -1 | -12
Cc1ccc(NC(=S)NC(NC(=O)N(C)C)C(Cl)(Cl)Cl)cc1 (stereo unspecified) | -0.6 | 0 | 0.3 | -7 | -1 | -3 | -0.1 | -2.6 | 0 | 5

An excerpt from above, limited to TcdB inh and PfHsp40 rescue:
compound	TcdB inh	PfHsp40 rescue
COC(=O)c1cccc(NC(=O)CCSc2ccc(Cl)cc2)c1C	x	0.0
COCCn1c(SC(C(=O)Nc2cc(C)ccc2OC)c2ccccc2)nnc1-c1ccc(Cl)cc1 (stereo unspecified)	x	0.2
Cc1ccc(C(=O)Nc2nccs2)s1	0.9	-0.9

More entries.
SMILES | BH1578 lux ind | Y pestis TopoI | BoNT A protease | CCHFV vOTU inh | DUSP3 inh | Anthrax LF prot | PfHsp40 rescue | TcdB inh | SARS 3CLpro inh | SSB-PriA inh
O=C(N/N=C/c1cc(Cl)c(O)c(Cl)c1)c1cc2c(ccc3ccccc32)o1 | -0.3 | -12 | 0.0 | 22 | -9 | 1 | u | 0.3 | -1 | x
O=S(=O)(Nc1ncccn1)c1ccc(NC(=S)N2CCN(Cc3ccc(F)cc3Cl)CC2)cc1 | -12 | 15 | 1.8 | 3 | 10 | 2 | 1.1 | -7.6 | -2 | -14
CC1=C(C(=O)Nc2ccccc2C)C(c2cccnc2)n2nc(CCCO)nc2N1 (stereo unspecified) | i | -1 | -0.2 | 3 | 7 | -1 | -0.6 | x | -4 | -29
COc1ccc(-c2cnc3c(NC(C)=O)cc(-c4ccc(C(=O)N5CCOCC5)cc4)cn23)cc1OC | -0.5 | 26 | -0.3 | 2 | x | -9 | x | 0.3 | x | x
CC(C)C(C)NC(=O)COC(=O)C1CCN(S(=O)(=O)c2ccc3c(c2)OCCO3)CC1 (stereo unspecified) | -2.4 | 21 | 1.3 | 24 | x | 1 | -1.1 | 1.8 | x | -10
CNS(=O)(=O)c1cc(N)ccc1C | -0.4 | -1 | -0.5 | 4 | 9 | 4 | -0.2 | -0.8 | -4 | 13
CN(C)S(=O)(=O)NC(=O)C1=C(N2CCCC2)COC1=O | i | 3 | 0.2 | -5 | x | -2 | 1.6 | 0.6 | x | -3
C[C@]12CCC3C(CC[C@H]4C[C@@H](O)CC[C@]34C)C1C[C@@H](N)[C@@H]2O (stereo partly specified) | -1.1 | 2 | 0.1 | 1 | x | -1 | -0.4 | -0.3 | x | -12
CCCN(CC(=O)Nc1ccccc1C)C(=O)CCCNC(=O)c1ccc(Cl)cc1 | i | 20 | 3.9 | -4 | x | -3 | 0.7 | 0.0 | x | -7
CC1CCCC(C)N1C(=O)CN1C(=O)NC2(CCCCCC2)C1=O (stereo unspecified) | -3.7 | -6 | -0.3 | -4 | x | -2 | x | 1.2 | x | x

2 records picked at random from the list so far, as already listed:
SMILES | BH1578 lux ind | Y pestis TopoI | BoNT A protease | CCHFV vOTU inh | DUSP3 inh | Anthrax LF prot | PfHsp40 rescue | TcdB inh | SARS 3CLpro inh | SSB-PriA inh
CC1CCCC(C)N1C(=O)CN1C(=O)NC2(CCCCCC2)C1=O (stereo unspecified) | -3.7 | -6 | -0.3 | -4 | x | -2 | x | 1.2 | x | x
CC(C)C(C)NC(=O)COC(=O)C1CCN(S(=O)(=O)c2ccc3c(c2)OCCO3)CC1 (stereo unspecified) | -2.4 | 21 | 1.3 | 24 | x | 1 | -1.1 | 1.8 | x | -10

Compound activity deposited in PubChem BioAssay by several laboratories.
